Assay outcomes as filed in PubChem BioAssay.
RXFP1 ag: RXFP1 (human) receptor agonism. Q9HBX9. HEK293T-RXFP1 cAMP TR-FRET, 30 min; response scale: percent of porcine relaxin response, buffer zero. Potency, µM (titrated, usually from 57.5 µM), without a hit: at the top dose activation, usual class: activators. hit rate 0.3% among 370,000; also: potency is read from the fitted curve at half-maximal effect; % is scaled to controls: 0 for no effect and ±100 for the full control effect; nearly all actives have a fitted effect of over 60% in size; many of its hits are not listed in these tables
Target sequence (Q9HBX9 whole entry, looked up): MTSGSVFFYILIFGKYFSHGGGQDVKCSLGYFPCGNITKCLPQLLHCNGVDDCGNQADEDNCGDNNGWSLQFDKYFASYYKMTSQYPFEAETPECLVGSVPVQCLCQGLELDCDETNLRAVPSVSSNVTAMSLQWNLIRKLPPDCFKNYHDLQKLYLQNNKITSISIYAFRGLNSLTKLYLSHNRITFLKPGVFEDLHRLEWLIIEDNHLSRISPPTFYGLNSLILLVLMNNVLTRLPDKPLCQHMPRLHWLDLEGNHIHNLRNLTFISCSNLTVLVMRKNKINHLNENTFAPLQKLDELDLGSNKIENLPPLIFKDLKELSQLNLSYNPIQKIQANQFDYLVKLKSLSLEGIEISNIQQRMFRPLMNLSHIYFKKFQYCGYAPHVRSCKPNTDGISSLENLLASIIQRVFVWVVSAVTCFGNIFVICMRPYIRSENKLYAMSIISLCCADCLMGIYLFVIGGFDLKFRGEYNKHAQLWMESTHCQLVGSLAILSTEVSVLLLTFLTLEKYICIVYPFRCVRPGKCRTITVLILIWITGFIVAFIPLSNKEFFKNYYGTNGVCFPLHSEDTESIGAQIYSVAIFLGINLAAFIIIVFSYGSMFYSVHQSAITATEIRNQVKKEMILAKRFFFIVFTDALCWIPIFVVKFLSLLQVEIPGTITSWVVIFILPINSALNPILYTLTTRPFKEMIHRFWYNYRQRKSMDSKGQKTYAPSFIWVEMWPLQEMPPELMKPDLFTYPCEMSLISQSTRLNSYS
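HEK293 cells stably expressing RXFP1, treated 30 min at 37C with compounds plus PDE4 inhibitor Ro 20174; cAMP measured by HTRF TR-FRET. Normalized to buffer and 29 nM porcine relaxin; EC50 by Hill fit.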
USP1 inh: USP1/UAF1 (human) deubiquitinase inhibition | recombinant USP1/UAF1, Ub-Rhodamine cleavage fluorescence | O94782 | Potency, µM (top dose mostly 57.1 µM), without a hit: at the top dose activity change, negative = inhibition, hits mostly inhibitors | hit rate 0.23% among 390,000; also: potency is read from the fitted curve at half-maximal effect; % is scaled to controls: 0 for no effect and ±100 for the full control effect; nearly all actives have a fitted effect of over 60% in size; inactives centre near -12
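USP1/UAF1 complex (1 nM) preincubated 15 min at room temperature with compound, then Ub-Rho substrate (150 nM final) added. Kinetic fluorescence at 480/540 nm over 6 reads at 60 s intervals; 50 mM HEPES pH 7.8, 0.5 mM EDTA, 0.1 mg/ml BSA, 1 mM TCEP, 0.01% Tween-20.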
mIDH1 inhibitor: blocks human mutant IDH1 R132H enzyme | IDH1-R132H enzyme, NADPH consumption, diaphorase/resazurin fluorescence | Potency, µM (top dose mostly 76.6 µM), for the others: top-dose activity change, negative = inhibition, usual class: inhibitors | hit rate 0.093% among 390,000; also: potency is read from the fitted curve at half-maximal effect; % is scaled to controls: 0 for no effect and ±100 for the full control effect; nearly all actives have a fitted effect of over 65% in size
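IDH1-R132H (0.5 ug/mL dispensed) in pH 7.5 Tris buffer was preincubated 30 min with compound, then given a substrate mix of 0.016 mM NADPH and 2 mM alpha-KG for 80 min at room temperature; remaining NADPH was read by diaphorase/resazurin fluorescence.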
Vif-APOBEC3G blk: blocks the Vif interaction with human APOBEC3G; AID 602310; HeLa A3G-eYFP + Vif (tagged APOBEC3G with the HIV-1 protein that degrades it), YFP fluorescence, overnight; hit rate 0.076% among 410,000; Potency, µM (series often up to 46.1 µM), for the others: top-dose activity, negative = active, usual class: inhibitors;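 also: potency is read from the fitted curve at half-maximal effect; % is scaled to controls: 0 for no effect and ±100 for the full control effect; nearly all actives have a fitted effect of over 60% in size; hits raise eYFP signal because A3G escapes Vif-driven loss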
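HeLa cells stably expressing Vif and C-terminally eYFP-tagged A3G, seeded overnight at 37 deg C, then exposed to compound by pintool overnight at 37 deg C. Rise in yellow fluorescence (Ex 488/Em 500-530, Acumen) marks blocked Vif-driven A3G degradation.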
Vif-A3F inh: Vif-A3F binding inhibition; HeLa A3F-eYFP + Vif (tagged APOBEC3F with the HIV-1 protein that degrades it), YFP fluorescence increase; Potency, µM (top dose mostly 46.1 µM), without a hit: at the top dose activity, negative = active; hit rate 0.2% among 390,000; also: potency is read from the fitted curve at half-maximal effect; % of control where 0% means no effect; nearly all actives have a fitted effect of over 65% in size
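Fluorescence increase (Ex 488/Em 500-530) after overnight compound treatment at 37 deg C flags inhibition of Vif-driven A3F-eYFP loss in stable HeLa A3F-eYFP/Vif cells seeded overnight beforehand.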
PI4K2A inh: PI4K2A (human) kinase inhibition | hit rate 0.13% among 420,000 | activity change, negative = inhibition, % at 76.9 µM | Q9BTU6 | purified PI4K2A, ADP-Glo luminescence, 1 h; active compounds read low; in the data active = activity change below about -50%; inconclusive = mostly about -30% to -49%;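 also: -100% = wells without enzyme as full effect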
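In this quantitative HTS, ADP production by PI4K2A was quantified luminescently after 1 h at ambient temperature; 100 microM adenosine served as plate-quality control.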
GRP78 ERSR act: inducers of ER stress response in human glioma cells | U87-MG GRP78 promoter luciferase reporter, 16 h | Potency, µM, for the others: at the top dose activation, hits mostly activators | hit rate 0.02% among 420,000 | AID 602332; also: potency is read from the fitted curve at half-maximal effect; series mostly up to about 76 µM; % of control where 0% means no effect; nearly all actives have a fitted effect of over 35% in size
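Stably transfected U87-MG glioma cells carrying a GRP78-based luciferase sensor; 16 h compound incubation. Luminescence end-point read 10 min after Bright-Glo addition at room temperature.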
LDHA block: LDHA (human) enzyme inhibition. purified LDHA, NADH/diaphorase-resazurin fluorescence; active compounds read low. activity change, % (values are at about 110 or 230 µM). hit rate 0.15% among 480,000. AID 1347041; in the data active = activity change below about -30%; inconclusive = mostly about -25% to -30%;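 also: plate controls were DMSO wells for no effect and wells without enzyme for full effect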
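Human LDH5 (2 nM) was incubated with 0.06 mM NADH and 0.2 mM pyruvate for 5 min at room temperature in Tris pH 7.4. Remaining NADH was coupled through diaphorase/resazurin, and resorufin fluorescence was read at 0 and 20 min.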
TrxR1 substrate: substrates of rat thioredoxin reductase 1. hit rate 0.01% among 390,000. Potency, µM (titrated, usually from 114 µM), inactives show at the highest dose activity change, negative = substrate turnover. O89049. AID 588456. purified TrxR1 substrate turnover, NADPH consumption readout; also: potency is read from the fitted curve at half-maximal effect; % is scaled to controls: 0 for no effect and ±100 for the full control effect; nearly all actives have a fitted effect of over 50% in size
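Rat TrxR1, dispensed at 90 nM, was prereduced with 400 uM NADPH (final) for 5 min at ~22 deg C, then incubated with compound 15 min before 400 uM selenite. A first-read NADPH fluorescence drop versus no-compound background flagged substrates.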
Active calls of the source: *; ? = inconclusive; . = not tested or not shown; [ ] = another dose, or the depositor's remark. Unless noted, calls follow the shape of the dose curve; as a rule, active = well fitted curve in the direction sought with a large enough effect; inconclusive = small, poorly fitted or top-dose-only effect, or another doubt; inactive = no such curve, though single readings can be large; an effect the other way counts as inactive or inconclusive. Some of the compounds tested, so the mix of outcomes need not match the whole.

#	mol	RXFP1 ag	Vif-APOBEC3G blk	TrxR1 substrate	LDHA block	GRP78 ERSR act	USP1 inh	PI4K2A inh	Vif-A3F inh	mIDH1 inhibitor
1	CCOc1ccc(C(=O)NCc2ccccc2OC)cc1	0.0%	-1%	-3%	-3	-5%	-7%	-6	1%	4%
2	CC(C)(C)SCCNC(=O)CN(c1ccc(F)c(Cl)c1)S(C)(=O)=O	0.7%	4%	0%	-4	-3%	-14%	5	-4%	1%
3	CCN(CC)c1ccc(/C=C/c2c(C)cnc3ccc(C)cc23)cc1	.	-14%	1%	5	1%	.	.	.	.
4	Cc1cc(C)c2nc(N3CCC(C(=O)NCC4CCCO4)CC3)sc2c1 (configuration not stated)	0.0%	-1%	1%	-5	12%	-26%	2	1%	0%
5	CCOC(=O)/C(C#N)=C/c1cn(CCC(=O)O)nc1-c1cccc(Br)c1	1.5%	0%	6%[57.1 µM]	-5	-5%	-3%	-2	15%	10%
6	CC(=O)Nc1ccc(S(=O)(=O)N(C)CC(=O)Nc2nc3ccccc3[nH]2)cc1	-1.0%	-3%	2%[57.1 µM]	-3	-2%	-19%	0	1%	-2%
7	CCOc1cccc2sc(N3CCN(C(=O)c4ccc5c(c4)CCCC5)CC3)nc12	1.0%	6%	3%[57.1 µM]	-2	-4%	-9%	1	-11%	21%
8	Cc1ccc2[nH]cc(CCCN3C(=O)c4ccccc4C3=O)c2c1	0.0%	-11%	-4%	-7	0%	-17%	2	-3%	1%
9	COc1cc(CNC(C)C23CC4CC(CC(C4)C2)C3)ccc1OCC(=O)NC(C)(C)C (configuration not stated)	6.5%	1%	0%	0	-3%	-18%	-2	1%	-4%
10	O=C(Cc1ccc(-n2c(=S)[nH]c3ccccc3c2=O)cc1)N1CCN(c2ccccc2)CC1	-0.1%	-1%	-3%	-8	-4%	-16%	0	0%	0%
11	CCCCN(CCCC)CCCNC(=O)C1CC(c2cc(C(F)(F)F)cc(C(F)(F)F)c2)=NO1 (configuration not stated)	.	-3%	9%[57.1 µM]	4	1%	-23%	-66*	7%	-6%
12	O=C(CN1CCN(S(=O)(=O)c2ccccc2)CC1)Nc1ccc2c(c1)OCO2	-0.4%	0%	4%	5	-3%	-8%	7	7%	16%
13	COc1ccc(CC(NC(C)=O)C(=O)NC2CCN(S(=O)(=O)c3ccccc3)CC2)cc1OC (configuration not stated)	2.1%	0%	-2%	-10	-6%	-2%	2	-2%	0%
14	CCC1CCCCN1CCNC(=O)CNS(=O)(=O)c1ccc2nc(C)sc2c1 (configuration not stated)	0.8%	0%	5%	0	-2%	10%	0	-6%	-1%
15	CC(=O)Nc1cccc(-n2nnc(SCC(=O)Nc3ccc(F)c(Cl)c3)n2)c1	0.0%	-3%	-5%[57.1 µM]	-12	1%	-23%	-1	1%	-2%
16	COc1ccc(NC(=O)COC(=O)c2ccc(C)c(S(=O)(=O)N3CCCCC3)c2)cc1	2.6%	6%	-5%	-2	-2%	-14%	-1	0%	0%
17	CCc1cc(C(=O)N2CCN(c3ccccn3)CC2)sc1C	-0.6%	3%	-1%	-6	2%	-16%	-1	0%	-7%
18	CCN(CC)CCC(=O)N1C/C(=C/c2ccccc2)C(=O)/C(=C\c2ccccc2)C1	.	?	9%[57.1 µM]	-2	-14%	?	-19	-2%	2%
19	COC(=O)CCCC(=O)N1CCCC(C(=O)c2ccccc2SC)C1 (configuration not stated)	-0.3%	0%	-11%	-4	-2%	-8%	-5	4%	-5%
20	COC(=O)C1CCN(C(c2cc(OC)c(OC)c(OC)c2)c2sc3nc(C)nn3c2O)CC1 (configuration not stated)	0.8%	0%	-9%[57.1 µM]	2	-1%	-15%	-3	-8%	13%

Look-ups from above.
entry 8 in RXFP1 ag → 0.0%
entry 10 in TrxR1 substrate → -3%

3 of the entries above in order of the TrxR1 substrate value, high to low.
| item | SMILES | TrxR1 substrate |
| --- | --- | --- |
| 14 | CCC1CCCCN1CCNC(=O)CNS(=O)(=O)c1ccc2nc(C)sc2c1 (configuration not stated) | 5% |
| 12 | O=C(CN1CCN(S(=O)(=O)c2ccccc2)CC1)Nc1ccc2c(c1)OCO2 | 4% |
| 3 | CCN(CC)c1ccc(/C=C/c2c(C)cnc3ccc(C)cc23)cc1 | 1% |

(list continues)
#	mol	RXFP1 ag	Vif-APOBEC3G blk	TrxR1 substrate	LDHA block	GRP78 ERSR act	USP1 inh	PI4K2A inh	Vif-A3F inh	mIDH1 inhibitor
21	CCn1c(SCC(=O)Nc2cc(C)on2)nnc1-c1cccc(C)c1	2.0%	1%	6%	-1	-5%	-28%	5	-1%	-5%
22	COc1ccccc1-c1cc(C(=O)NCc2cccs2)no1	1.8%	2%	-5%	-2	0%	0%	-6	-5%	-1%
23	Cc1ccc(S(=O)(=O)N(CCC(=O)O)Cc2ccc(Cl)cc2)cc1	-2.0%	-4%	3%	-2	-3%	-7%	3	0%	3%
24	CC(C)[C@H](CN(N=O)[C@@H](Cc1ccccc1)CN(C)N=O)N(CCc1ccccc1)N=O	-0.3%	2%	8%[57.1 µM]	-9	0%	-16%	-4	4%	7%
25	N#C/C(=C\c1c(N2CCCCC2)nc2ccccn2c1=O)C(=O)NC1CCS(=O)(=O)C1 (configuration not stated)	15%	-4%	23%	-4	-3%	-18%	0	2%	2%
26	CCOc1ccc(C(=O)CCC(=O)N2CCN(c3ccccc3O)CC2)cc1	.	0%	-9%	-7	-1%	6%	3	-5%	2%
27	COc1ccc(CN(C)C(=O)COC(=O)c2ccc(-c3ccccc3)cc2)c(OC)c1OC	-0.8%	2%	-7%	-7	-2%	-25%	-1	-16%	-1%
28	CC(C)(C)OC(=O)CNC(=O)c1[nH]cnc1C(=O)N[C@@H](CCCCNC(=O)OC(C)(C)C)C(=O)OC(C)(C)C	0.0%	0%	-20%	3	-2%	-23%	-5	4%	-3%[38.3 µM]
29	C[C@H](CO)N1C[C@H](C)[C@@H](CN(C)C(=O)Nc2ccccc2)Oc2c(NC(=O)Nc3ccccc3)cccc2C1=O	.	0%	-1%	-3	-3%	-30%	-2	4%	4%
30	Cc1cccc(NC(=O)/C=C/c2ccc(Cl)cc2)n1	0.7%	3%	-10%	-2	0%	-9%	2	10%	12%
31	CCOc1ccc(-c2nnc(SCC(=O)NC3CCCCC3)nc2-c2ccc(OCC)cc2)cc1	6.0%	1%	-2%[57.1 µM]	1	-2%	?	1	5%	-10%
32	CCn1c(CSc2ncccn2)nnc1SCC(=O)N1c2ccccc2CC1C (configuration not stated)	0.5%	2%	4%	-3	-3%	6%	0	0%	3%
33	Cc1ccc(NC(=O)c2cncc(Br)c2)c(O)c1	3.5%	4%	0%[57.1 µM]	-2	-4%	-2%	-11	14%	14%
34	OCCNCc1cccc(-c2ccccc2)c1O	.	2%	9%	10	-2%	-8%	-1	5%	-4%
35	CSc1nc2c(c(=O)[nH]1)C(c1ccccc1Cl)CC(=O)N2 (configuration not stated)	2.1%	-1%	-4%	-9	-4%	-7%	2	-8%	1%
36	CCCC1CCC(C(=O)Nn2c(C)nc3ccccc3c2=O)CC1 (configuration not stated)	-2.6%	2%	6%	0	-7%	-3%	-3	0%	0%
37	COc1ccc(C(=O)Nc2nc(-c3ccc(Br)cc3)ns2)cc1	15%	1%	2%	3	-2%	4%	1	2%	15%
38	CCc1nccn1S(=O)(=O)c1ccc2ccc(C)cc2c1	0.7%	0%	5%[57.1 µM]	-6	-5%	-24%	-3	7%	-1%
39	Cc1nc(SCC(=O)NC2CC2)c2c(C)c(C)sc2n1	16%	-4%	2%	-7	-6%	-4%	6	2%	2%
40	O=C(N/N=C/c1c(Cl)nc2ccccn2c1=O)c1cccnc1	6.1%	4%	8%	2	-13%	-20%	-8	?	7%

(cont.)
#	mol	RXFP1 ag	Vif-APOBEC3G blk	TrxR1 substrate	LDHA block	GRP78 ERSR act	USP1 inh	PI4K2A inh	Vif-A3F inh	mIDH1 inhibitor
41	CC(C)Oc1ccc(NC(=O)c2ccncc2)cc1	0.9%	0%	-4%	-6	10%	-15%	-1	1%	8%
42	CCc1nc(SCC(=O)N2c3ccccc3Sc3ccccc32)c2ccccc2n1	1.2%	2%	5%	-3	-3%	-29%	-1	6%	-3%
43	O=C(NCC(=O)N1CCCC(C(F)(F)F)C1)c1ccc(Oc2ccccc2)cc1 (configuration not stated)	0.3%	6%	1%	-2	-3%	-17%	4	3%	8%
44	COc1cc2nc(-c3ccccc3C)oc(=O)c2cc1OC	-1.3%	5%	12%[57.1 µM]	5	-3%	-27%	-15	-28%	8%
45	Cc1ccc(NCc2ccc([N+](=O)[O-])s2)cc1	-1.0%	1%	8%[57.1 µM]	1	1%	-24%	5	-1%	6%
46	COc1ccccc1CCNC(C)CCc1ccc(O)cc1 (configuration not stated)	5.3%	0%	4%	0	1%	-15%	0	-10%	-6%
47	CC1(C)N=C(N)N=C(N)N1c1cc(Cl)ccc1Cl	.	1%	.	-6	-2%	-4%	0	-11%	18%
48	Cc1ccc(N2C(=O)c3ccccc3C2=O)cc1C	1.6%	-1%	-14%	-3	-1%	-2%	5	0%	8%
